ERp5 inh – inhibitors of ERp5-driven insulin aggregation, primary screen, biochemical, turbidity, absorbance 650 nm, single point; 0.05% of 350,000 active; 90 min; inhibition, % at 9.99 µM; AID 651711, 2012;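 active = mean replicate inhibition above about 25%, with every replicate also reaching it, limit read from the data, passing the limit was not always enough; inconclusive = only one of those two criteria met; inactive = neither criterion met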
E-selectin induc – E-selectin induction in HUVECs, primary screen, imaging, HUVEC, immunofluorescence imaging, single point; P16581; normalized: neutral wells 0, TNF-alpha wells 100; activation, % at 7.58 µM; 0.37% of 260,000 active; AID 686992, 2013;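 active = mean E-selectin-positive cell signal at least 10% of the positive control, reached in at least 60% of replicates, without over 20% cell loss; inconclusive = no rule given, readout overlaps actives, possibly toxicity-flagged; inactive = the rest, including those meeting only one limit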;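 note: in these data hits start at about 27%; measured in HUVEC primary endothelial cells; signal is the percent of cells scored E-selectin positive by PE staining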
Target sequence (P16581 whole entry, looked up): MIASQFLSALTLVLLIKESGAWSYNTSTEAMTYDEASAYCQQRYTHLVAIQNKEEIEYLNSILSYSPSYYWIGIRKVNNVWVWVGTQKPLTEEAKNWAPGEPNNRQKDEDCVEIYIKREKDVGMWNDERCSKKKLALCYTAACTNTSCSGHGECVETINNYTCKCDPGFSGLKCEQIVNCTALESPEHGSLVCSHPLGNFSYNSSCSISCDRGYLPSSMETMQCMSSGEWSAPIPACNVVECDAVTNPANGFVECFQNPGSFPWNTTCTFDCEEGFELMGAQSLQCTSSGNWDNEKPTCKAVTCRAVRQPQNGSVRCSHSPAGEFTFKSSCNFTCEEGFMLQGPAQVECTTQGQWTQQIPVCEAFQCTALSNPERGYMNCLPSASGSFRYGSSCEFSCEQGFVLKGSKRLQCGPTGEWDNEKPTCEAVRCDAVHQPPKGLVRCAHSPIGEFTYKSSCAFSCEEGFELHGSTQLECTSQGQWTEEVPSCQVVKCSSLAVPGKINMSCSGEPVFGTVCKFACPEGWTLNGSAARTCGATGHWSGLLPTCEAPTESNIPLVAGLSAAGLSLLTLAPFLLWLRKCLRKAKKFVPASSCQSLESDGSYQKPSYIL
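Material: HUVEC primary endothelial cells; Amount: 3,000 cells per well; Dosing: single concentration; Medium: EGM-2 growth medium on 0.1% gelatin-coated wells; Read-out basis: percent E-selectin-positive cells; Signal: immunofluorescence imaging; Control set: TNF-alpha, DMSO.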
S100A4 inh HTS – inhibitors of S100A4-myosin IIA peptide binding, primary screen, biochemical, fluorescence polarization, TAMRA-MyoIIA peptide. Protein S100-A4 (Homo sapiens), P26447. inhibition, % at 10.7 µM. 0.14% of 360,000 active. AID 652163, 2013;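 active = mean inhibition of at least 70% across replicates, with every replicate also reaching that level; inconclusive = mean inhibition reaches 70% but some replicates fall short; inactive = mean inhibition below 70%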
Target sequence (P26447 whole entry, looked up): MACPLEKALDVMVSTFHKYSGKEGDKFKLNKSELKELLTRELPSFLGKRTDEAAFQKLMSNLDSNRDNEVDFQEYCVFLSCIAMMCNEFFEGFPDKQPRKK
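Assay system: human S100A4 monomer with TAMRA-labelled myosin IIA peptide / Buffer or medium: Calcium-containing HEPES buffer, pH 7.2 / Reagent: TAMRA-labelled myosin IIA heavy-chain peptide probe, 5 nM / Compound: one dose per compound / Timing: polarization read 5 min after assay mix addition, stable 5–60 min / Benchmarks: neutral control DMSO, positive control TFP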
SIRT5 inh – SIRT5 desuccinylase inhibitors, primary screen, biochemical, fluorescence imaging, single point, set 5. NAD-dependent protein deacylase sirtuin-5, mitochondrial (Homo sapiens), Q9NXA8. Purified SirT5, succinyl-peptide AMC, trypsin-coupled fluorescence. inhibition, % at 15 µM. 1.1% of 330,000 active; in the data active = inhibition above about 15%; inconclusive = no clear call, values can overlap the other calls
Target sequence (Q9NXA8 whole entry, looked up): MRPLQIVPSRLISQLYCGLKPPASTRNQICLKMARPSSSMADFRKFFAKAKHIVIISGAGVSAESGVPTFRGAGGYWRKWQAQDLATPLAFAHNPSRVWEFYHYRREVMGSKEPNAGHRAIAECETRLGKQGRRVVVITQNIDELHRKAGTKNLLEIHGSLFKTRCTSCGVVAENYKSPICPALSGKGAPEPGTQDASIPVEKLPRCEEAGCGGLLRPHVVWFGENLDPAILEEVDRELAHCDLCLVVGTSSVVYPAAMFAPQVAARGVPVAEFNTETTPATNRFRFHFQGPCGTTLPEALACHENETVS
C2C12 statin – suppressors of statin myotoxicity in C2C12 myotubes, primary screen, cell-based, single point, plate reader | 0.78% of 330,000 active | C2C12 myotubes + simvastatin, ATP luminescence, 48 h; scaled: DMSO 0, geranylgeraniol control 100 | AID 602340, 2012 | rescue of ATP level, % at 7.49 µM;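 active = mean ATP rescue above about 67%, or every replicate alone reaching that limit, limit read from the data, passing the limit was not always enough; inconclusive = no clear call, values can overlap the other calls; inactive = mean under the limit and some replicate under it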;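 note: myotubes were challenged with 10 µM simvastatin during compound exposure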
DENV2 CPE – inhibitors of DENV2 cytopathic effect, primary screen, cell-based, plate reader, single concentration. DENV2-infected cells, cytopathic effect rescue. CPE inhibition, % at 9.99 µM. 1.7% of 350,000 active. AID 651640, 2012; in the data active = CPE inhibition above about 20%, passing the limit was not always enough; inconclusive = no clear call, values can overlap the other calls; tested in BHK-21 cells;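 note: 0% = median of neutral control wells and 100% = median of positive control wells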
PglD inh – C. jejuni PglD acetyltransferase inhibitors, primary screen, biochemical, DTNB colorimetric, single point; UDP-N-acetylbacillosamine N-acetyltransferase PglD (Campylobacter jejuni); purified PglD enzyme, DTNB colorimetric CoA detection; inhibition, % at 12.5 µM; 0.098% of 360,000 active; in the data active = inhibition above about 16%, passing the limit was not always enough; inconclusive = no clear call, values can overlap the other calls; note: strong numbers were not always called active
* = called active by the depositor; ? = inconclusive; / = no result given; & = joins results of further samples.

no.	mol	ERp5 inh	E-selectin induc	S100A4 inh HTS	SIRT5 inh	C2C12 statin	DENV2 CPE	PglD inh
1	CCC(=O)N(C)C[C@H]1Oc2cc(Br)ccc2S(=O)(=O)N([C@@H](C)CO)C[C@H]1C	3.8&-3.0&0.9	0.8&0.5	-7.2&0.5&2.0	-1.5&5.0&0.2	0.9&-15.2&-12.0	-5.4&5.2&-4.4	3.4&-2.2&0.9
2	C[C@H](CO)N1C[C@H](C)[C@H](CN(C)C)Oc2ncc(C#Cc3cccnc3)cc2C1=O	-1.5	1.0	-2.5	-4.1	16.0	0.9	4.9
3	CC(C)CC#Cc1ccc2c(c1)O[C@H](CN(C)C(=O)c1cnccn1)[C@H](C)CN([C@H](C)CO)S2(=O)=O	1.7	0.3	1.4	2.0	12.8	-4.5	5.7
4	COC(=O)Cn1cc(S(=O)(=O)NCc2ccc(C)cc2)c2cc([N+](=O)[O-])ccc21	0.7	0.0	2.4	-0.8	6.2	6.8	2.3
5	CC(=O)c1ccc(OCc2cc(C(=O)NCCc3ccc(Cl)cc3)no2)cc1	4.6	/	1.0	-0.4	15.6	6.4	-6.0
6	O=C1NC(=Nc2ccc(F)cc2)SC1Cc1ccc(F)cc1 (stereo not drawn)	-12.6	/	-5.6	-3.0	/	0.4	1.7
7	CCOC(=O)c1cccc(NS(=O)(=O)Cc2ccccc2)c1	-6.6	/	-0.1	2.7	-5.0	-0.9	/
8	COc1ccc(CN2CCN(Cc3ccc(C)cc3)CC2)c(OC)c1	-3.0	0.0	2.0	-7.1	-8.9	3.2	-3.1
9	Cc1ccc(NC(=O)c2ccncc2)cc1S(=O)(=O)N(C)C	0.0	/	16.5	1.6	/	5.2	0.7
10	CNC(=O)C[C@@H]1CC[C@@H]2[C@@H](COc3ccc(NC(=O)Nc4ccccc4OC)cc3C(=O)N2C)O1	5.9	0.0	7.0	-3.4	10.7	-4.3	-1.9
11	S=c1[nH]nc(-c2ccco2)n1-c1ccc(Br)cc1	4.6	5.4	-16.7	-3.5	/	-2.1	-3.1
12	O=C(Nc1ccncc1)c1ccccc1[N+](=O)[O-]	-0.4	/	5.1	-1.2	4.3	/	-6.7
13	O=c1[nH]cnc2c1ncn2-c1ccc(Cl)cc1	-0.6	1.1	-4.3	0.1	-2.3	4.5	/
14	O=C1CCCC2=C1C(c1cccs1)CC(=O)N2c1ccc(F)cc1 (stereo not drawn)	-0.1	-0.2	2.7	4.6	0.3	-1.9	-3.2
15	CN(C)S(=O)(=O)c1cccc(C(=O)NCC2CCCCC2)c1	-7.4	0.0	-20.8	-1.9	-29.0	12.2	8.5
16	O=C(NC(=S)NC(CO)c1ccccc1)c1ccc(F)cc1 (stereo not drawn)	0.4	0.2	3.1	0.1	3.2	3.3	-3.4
17	O=C(Nc1ccc2nc3n(c(=O)c2c1)CCCCC3)c1ccccc1Cl	-2.8	0.0	6.6	/	-47.3	-3.7	2.5
18	O=C1NC[C@H](CC2CCCCC2)N(CC2CCCCC2)C1=O	-4.8	-0.2	-0.2	-3.6	107.3*	?	-2.3
19	CSCC[C@H](NC(=O)COc1ccc(Cl)cc1)C(=O)N1CCC2(CC1)NCCc1[nH]cnc12	1.6	/	1.6	-9.2	-6.7	-3.6	9.7
20	Cc1cc(NC(=O)CCN2C(=O)C3C4C=CC(C4)C3C2=O)ccc1Br (stereo not drawn)	0.4	0.0	19.3	2.1	2.4	0.2	-0.6
21	Cc1ccccc1Nc1scc(-c2ccc(Br)cc2)[n+]1-c1ccccc1C	-3.7	/	-2.2	-0.3	9.1	-1.2	-5.1
22	CC(=O)NC12CC3CC(C1)CC(C(=O)NCC(=O)Nc1c(C)cc(C)cc1C)(C3)C2	1.6	/	13.8	-9.8	6.7	4.1	-6.3
23	COc1ccc(S(=O)(=O)N(C)C[C@H]2Oc3c(NC(=O)Nc4cccc5ccccc45)cccc3C(=O)N([C@@H](C)CO)C[C@@H]2C)cc1	1.3	3.3	-1.7	4.5	/	-6.8	5.9
24	CCc1ccc(NC(=O)CSc2nc3nc(C)cc(C)n3n2)cc1	/	/	-2.7	-2.8	-6.0	1.9	2.4
25	COc1cc(O)c(C(CC(=O)N2CCN(c3ccccc3)CC2)c2cc(OC)c(OC)c(OC)c2)c(OC)c1 (stereo not drawn)	/	1.5	/	/	6.1	/	4.5
26	C[C@H](O)C#Cc1ccc([C@H]2[C@H](CO)N3CCCCN(C(=O)Nc4ccccc4)C[C@@H]23)cc1	-6.1	0.4	45.2	1.7	7.0	-1.6	-1.6
27	CCCC(=O)N1CCCC(c2cc(C(=O)NCc3ccc(F)cc3)no2)C1 (stereo not drawn)	6.5	0.0	13.8	-1.5	-1.4	0.9	-2.9
28	CN1C(=O)c2cc(NC(=O)c3ccccc3F)ccc2OC[C@@H]2O[C@H](CC(=O)NCc3ccc4c(c3)OCO4)CC[C@H]21	-1.0	0.0	4.5	-2.9	-20.1	-3.3	4.6
29	Cc1onc(-c2c(Cl)cccc2Cl)c1C(=O)N1CCOCC1	-2.1	0.4	-4.5	-2.1	-1.3	12.2	-1.7
30	Cc1nc(-c2ccccc2)sc1C(=O)NS(=O)(=O)c1ccc(CN2CCN(c3ccccc3)CC2)cc1	-1.9	8.1	-1.3	21.8*	/	?	/
31	Cc1ccc(/C=C/C(=O)c2c(C)cc(C)[nH]c2=O)cc1	-1.4	/	3.7	-1.6	3.4	-4.9	1.8
32	Cc1ccc(NC(=O)c2ccc(CSc3nccc(C)n3)cc2)cc1	10.4	/	-3.8	-10.9	-3.5	/	-0.5
33	O=C(C[C@H]1C=C[C@@H](NC(=O)C2CC2)[C@@H](CO)O1)Nc1ccccc1	-0.2	0.8	?	-0.5	8.8	-4.3	-0.3
34	COc1ccc2c(c1)cc1c(=O)n(CC(=O)NC(C)CCc3ccccc3)nc(C)n12 (stereo not drawn)	-1.4	/	-11.9	6.9	-2.7	-3.1	-0.4
35	CCOc1ccc(CCNc2nc3ccccc3n3c(C)nnc23)cc1OCC	4.2	-0.2	-2.9	-5.5	-6.5	4.5	7.5
36	Cc1ccc2cccc(OCC(=O)Nc3cccc(S(=O)(=O)N4CCCC4)c3)c2n1	-1.9	0.1	-1.4	-4.2	0.3	12.2	-2.3
37	CC(C)CCc1c(O)nc(SCC(=O)N2CCCCCC2)[nH]c1=O	1.7	-0.1	-14.2	/	-1.2	8.5	-1.4
38	CCS(=O)(=O)c1nc(S(=O)(=O)c2ccc(C)cc2)c(NCCCN2CCOCC2)s1	-5.7	/	-11.5	-4.7	10.2	-4.4	-1.9
39	COc1ccccc1-c1nc(N)n[nH]1	-3.0	0.4	-8.7	-4.9	/	3.0	/
40	Cc1ccc2nc(SCC(=O)Nc3cccc(S(N)(=O)=O)c3)[nH]c2c1	0.9	0.0	-0.3	-2.8	4.3	0.8	/
41	O=c1c(O)c(-c2ccc(O)cc2)oc2cc(O)cc(O)c12	-1.2	/	-1.1	0.8	-17.3	-1.3	-0.4
42	N=C1C(c2nc3ccccc3s2)=C(O)CN1C1CCCCC1	7.4	5.6	4.9	1.3	/	-0.1	/
43	Oc1ccc(CN2CCC(Cc3ccccc3)CC2)c2cccnc12	-5.8	/	-2.1	0.7	/	2.7	/
44	CCCNC(=O)N1CC2(CN(CC3CCOCC3)C2)c2c([nH]c3cc(OC)ccc23)[C@@H]1CO	4.2	-0.3	5.9	-3.4	/	2.6	/
45	CCOC(=O)c1c(NC(=O)CN2CCCCC2)sc(CN(C)C)c1-c1ccccc1	5.6	/	-3.6	2.0	/	16.5	/
46	COC(=O)c1cccc(Cn2c(Cl)c(/C=N/NC(=O)c3ccco3)sc2=O)c1	0.1	/	-3.2	-0.1	-2.2	13.5	/
47	COC(=O)C[C@H]1CC[C@H]2[C@H](COc3ccc(NC(=O)c4ccccc4)cc3C(=O)N2C)O1	-3.9	0.1	-3.4	-7.7	-6.6	?	18.2
48	Fc1cc(Cl)c(OCc2noc(-c3ccsc3)n2)c(Cl)c1	-6.1	0.2	2.5	-3.8	/	0.7	/
49	CCC1C(=O)c2ccccc2N(C)C1=O (stereo not drawn)	0.2	0.1	2.9	-9.0	/	-2.6	/
50	O=C(C[C@@H]1C[C@@H]2c3cc(NC(=O)CC4CC4)ccc3O[C@@H]2[C@@H](CO)O1)NCc1ccccn1	9.6	-0.5	15.3	-2.7	2.3	6.8	0.6

Some of the entries above, set out differently:
35: CCOc1ccc(CCNc2nc3ccccc3n3c(C)nnc23)cc1OCC
36: Cc1ccc2cccc(OCC(=O)Nc3cccc(S(=O)(=O)N4CCCC4)c3)c2n1
37: CC(C)CCc1c(O)nc(SCC(=O)N2CCCCCC2)[nH]c1=O
screen / no. | 35 | 36 | 37
ERp5 inh | 4.2 | -1.9 | 1.7
E-selectin induc | -0.2 | 0.1 | -0.1
S100A4 inh HTS | -2.9 | -1.4 | -14.2
SIRT5 inh | -5.5 | -4.2 | /
C2C12 statin | -6.5 | 0.3 | -1.2
DENV2 CPE | 4.5 | 12.2 | 8.5
PglD inh | 7.5 | -2.3 | -1.4

(further entries)
no.	mol	ERp5 inh	E-selectin induc	S100A4 inh HTS	SIRT5 inh	C2C12 statin	DENV2 CPE	PglD inh
51	COc1ccc(CN2CCSCC2)cc1C	-1.8	/	1.6	-0.2	-5.7	-4.4	6.1
52	COc1ccccc1CCc1nnc(CCC(=O)N(C)Cc2cccc3ncccc23)o1	-0.7	-1.7	-8.4	-3.4	/	/	/
53	C[C@H]1CN([C@@H](C)CO)C(=O)Cc2cc(NC(=O)C3CC3)ccc2O[C@H]1CN(C)C(=O)Nc1ccc(C(F)(F)F)cc1	1.9	0.5	-4.7	-0.9	-12.3	-2.8	-4.9
54	COc1cccc(C(=O)Nc2ccc3c(c2)C(=O)N(C)C[C@@H](OC)[C@@H](C)CN(C(C)=O)[C@H](C)CO3)c1	-0.7	0.0	9.2	1.4	-2.5	-7.8	0.5
55	O=c1nc2n(CCO)c3ccccc3cc-2c(=O)[nH]1	14.0	0.0	2.5	/	-8.1	-3.3	/
56	C[C@@H]1CN([C@H](C)CO)C(=O)c2cc(NC(=O)Nc3cccc4ccccc34)ccc2O[C@H]1CN(C)C	4.1	-6.2	-0.8	-0.1	7.4	7.9	-3.4
57	COC(=O)C(Cc1ccccc1)NC(=O)c1cc(=O)[nH]c2ccccc12 (stereo not drawn)	-3.7	/	0.8	4.8	/	4.6	/
58	CCOC(=O)C(Cc1ccc(O)cc1)Nc1nc2ccccc2o1 (stereo not drawn)	2.9	0.8	-16.6	-1.2	/	13.7	/
59	CC1CCN(C(=O)c2ccc(N3CCOCC3)c([N+](=O)[O-])c2)CC1	15.7	/	5.6	1.3	-26.0	11.5	-5.9
60	Cc1[nH]c2ccccc2c1C(=O)C(C)OC(=O)c1ccc([N+](=O)[O-])o1 (stereo not drawn)	-10.3	0.1	-3.7	1.1	1.2	/	10.0
61	COc1ccc(/C(C)=N/N=C(\C)c2ccc(OC)cc2OC)c(OC)c1	-6.0	/	-7.0	-1.5	-0.6	-3.3	-0.6
62	COc1ccccc1-n1cnc2cc(NCc3ccccc3O)ccc21	3.6	0.6	-7.3	-2.8	2.4	-1.6	-1.2
63	O=C(Cn1ccc(NC(=O)OCc2ccccc2)nc1=O)NCCCn1ccnc1	0.4	-0.8	-4.6	/	-2.9	?	-8.4

The list is partial, so the mix of outcomes need not match the whole.
